FH mod: Identification of activators of human fumarate hydratase by quantitative high-throughput screening; Fumarate hydratase, mitochondrial (Homo sapiens), P07954; FH coupled MDH/diaphorase resazurin fluorescence, 15 min; Potency, µM (doses to about 79.9 µM), for the others: at the highest dose activity change, negative = inhibition, usual class: inhibitors; actives 0.22% (n = 54,000); further: potency means the concentration at half of the fitted maximal effect; on the % scale 0 is the no-effect control and ±100 the full control effect; the screen sought activators but most active calls are inhibition curves; nearly all actives have a fitted effect of over 45% in size
NTMT1 inhibitor: Primary qHTS for Inhibitors of N-terminal methyltransferase 1 (NTMT1): MTaseGlo Assay; N-terminal Xaa-Pro-Lys N-methyltransferase 1 (Homo sapiens), Q9BV86; NTMT1 MTase-Glo SAH luminescence, purified enzyme; Potency, µM (titrated, usually from 114 µM), without a hit: top-dose activity change, negative = inhibition, hits mostly inhibitors; actives 2.5% (n = 59,000); AID 1645870, 2021;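 further: potency means the concentration at half of the fitted maximal effect; plate controls were DMSO vehicle for no effect and no enzyme for full effect; nearly all actives have a fitted effect of over 65% in size; many of its hits are not listed in these tables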
Target sequence (Q9BV86 whole entry, looked up): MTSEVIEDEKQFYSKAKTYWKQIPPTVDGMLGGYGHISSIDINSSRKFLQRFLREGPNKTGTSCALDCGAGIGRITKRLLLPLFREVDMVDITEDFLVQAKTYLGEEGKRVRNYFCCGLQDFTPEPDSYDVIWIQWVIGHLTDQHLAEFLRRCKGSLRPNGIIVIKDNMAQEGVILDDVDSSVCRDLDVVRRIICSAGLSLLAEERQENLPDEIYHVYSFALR
B2AR arrestin ag: qHTS assay of beta-arrestin-biased ligands of beta2-adrenergic receptor: NCGC Sytravon Library Screen. 44,000 tested, under 10 active. Potency, µM (top dose mostly 46.1 µM), without a hit: top-dose activation, usual class: activators. AID 1347077, 2019. HTLA Tango cells, beta-arrestin recruitment, luciferase luminescence, 18 h;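 further: potency means the concentration at half of the fitted maximal effect; 0% = DMSO and full agonism = EC100 isoproterenol or metaproterenol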
Target sequence (P07550 whole entry, looked up): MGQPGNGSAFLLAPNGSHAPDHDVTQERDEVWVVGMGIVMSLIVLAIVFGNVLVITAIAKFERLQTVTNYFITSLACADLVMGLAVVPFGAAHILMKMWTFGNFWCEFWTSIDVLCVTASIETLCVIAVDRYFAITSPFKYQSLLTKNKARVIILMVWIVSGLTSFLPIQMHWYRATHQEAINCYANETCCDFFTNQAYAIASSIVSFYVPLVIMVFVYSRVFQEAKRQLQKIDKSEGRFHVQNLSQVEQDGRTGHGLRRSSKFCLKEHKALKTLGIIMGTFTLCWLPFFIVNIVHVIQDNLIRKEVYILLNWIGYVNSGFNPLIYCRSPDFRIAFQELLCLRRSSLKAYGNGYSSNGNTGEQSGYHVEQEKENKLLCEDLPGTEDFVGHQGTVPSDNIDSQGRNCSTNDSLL
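First, Tango cells carrying beta2-AR and beta-arrestin fusions received compound up to 46 microM. After 18 hr at 37 degrees C, luciferase substrate was added for 15 minutes, then luminescence gave %Activity for curve fitting.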
p53null 32C kill: qHTS Screen for Compounds that Selectively Target Cancer Cells with p53 Mutations: Cytotoxicity of p53 Null Cells at the Permissive Temperature; H1299-neo p53 null cells, ATP luminescence, 24 h, 32C; Potency, µM (doses to about 46.1 µM), for inactives: at the highest dose activity change, negative = cytotoxicity, most hits filed as cytotoxic; actives 0.62% (n = 55,000);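 further: potency means the concentration at half of the fitted maximal effect; 0% = DMSO only and -100% = full killing by 100 µM tamoxifen; nearly all actives have a fitted effect of over 55% in size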
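We seeded p53-null H1299-neo cells, incubated them overnight at 37C, and added compounds across a range up to 46 uM. After 24 hours at 32C, ATP reagent was applied for 20 min at room temperature and luminescence recorded.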
p53null 39C tox: qHTS Screen for Compounds that Selectively Target Cancer Cells with p53 Mutations: Cytotoxicity of p53 Null Cells at the Nonpermissive Temperature; Potency, µM (doses to about 46.1 µM), without a hit: at the highest dose activity, negative = cell killing, hits mostly cytotoxic; actives 0.97% (n = 55,000); AID 904, 2007; H1299 p53-null (neo) cells, 39C, ATPlite viability, 24 h;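 further: potency means the concentration at half of the fitted maximal effect; 0% = DMSO only and -100% = full killing by 100 µM tamoxifen; nearly all actives have a fitted effect of over 50% in size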
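Temperature-shift cytotoxicity format: compound titrations on p53-null or A138V-expressing H1299 cells held 24 hr at 39C, cell ATP then measured, AC50 from Hill model.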
PTAP-TSG101 blk: qHTS Validation Assay for Inhibitors of HIV-1 Budding by Blocking the Interaction of PTAP/TSG101: Sytravon Library Screen; Tumor susceptibility gene 101 protein (Homo sapiens), Q99816; Fluorescence polarization, FITC-PTAP peptide/Tsg101, 20 min; Potency, µM (highest dose often 115 µM), without a hit: at the top dose activity change, negative = inhibition, most hits filed as inhibitors; 44,000 tested, under 10 active; AID 1347069, 2019; further: potency means the concentration at half of the fitted maximal effect; 0% is about no effect
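The Tsg101 binding domain, at 10 uM final, is mixed with compound and a FITC peptide bearing the PTAP motif (50 nM final). After 20 min at r.t., polarization is measured; actives defined by CRC class, efficacy cut-off 60% inhibition.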
GALK inhibitor: qHTS Assay for Inhibitors of Human Galactokinase (GALK): NCGC Sytravon Library Screen | P51570 | AID 1347072, 2019 | Potency, µM (series often up to 57.5 µM), for the others: at the top dose activity, negative = inhibition, actives largely listed as inhibitors | 44,000 tested, under 10 active | recombinant GALK, Kinase-Glo ATP luminescence, 1 h;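 further: plate controls were full GALK reaction for no effect and reaction lacking GALK for full effect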
Target sequence (P51570 whole entry, looked up): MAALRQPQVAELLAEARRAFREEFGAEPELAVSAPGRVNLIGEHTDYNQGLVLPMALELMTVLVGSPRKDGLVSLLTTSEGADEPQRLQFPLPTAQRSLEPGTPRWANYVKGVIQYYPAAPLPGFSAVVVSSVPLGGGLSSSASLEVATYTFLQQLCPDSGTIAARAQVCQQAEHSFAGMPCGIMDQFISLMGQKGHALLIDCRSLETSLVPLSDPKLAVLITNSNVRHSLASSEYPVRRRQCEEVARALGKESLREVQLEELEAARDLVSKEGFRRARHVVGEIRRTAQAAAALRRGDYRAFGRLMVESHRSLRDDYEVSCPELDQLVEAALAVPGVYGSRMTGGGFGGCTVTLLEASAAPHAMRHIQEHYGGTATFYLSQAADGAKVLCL
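Human GALK (5 nM) was incubated with 35 uM ATP and 100 uM galactose in 20 mM HEPES pH 8.0 with MgCl2, NaCl, DTT and BSA for 1 h at room temperature. Remaining ATP was measured by Kinase-Glo Plus luminescence.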
* = called active by the depositor; ? = inconclusive; . = no result given; [ ] = another dose, or the depositor's remark. The call rests on the fitted dose curve; in most records, active means well fitted curve in the direction sought with a large enough effect; inconclusive means small, poorly fitted or top-dose-only effect, or another doubt; inactive means no such curve, though single readings can be large; an effect the other way counts as inactive or inconclusive.

SMILES | FH mod | NTMT1 inhibitor | B2AR arrestin ag | p53null 32C kill | p53null 39C tox | PTAP-TSG101 blk | GALK inhibitor
CCC1CN(C(=O)N2CCC(C(=O)NCc3ccc(N(C)C)cc3)CC2)c2ccccc2O1 (centres undefined) | -21.9% | -13.1% | 0.8% | 2.4% | -12.1% | -0.5% | 3.0%
CC1Cn2c(C(=O)NCc3cccc(Br)c3)cc3cccc(c32)S1 (centres undefined) | -19.8% | -7.5% | 0.2% | 11.5% | 29.7% | -0.6% | -1.5%
CCN(CC)CCCNC(=O)CCC(=O)NNc1nc2ccccc2c2nc(C)nn12 | 0.2% | 17.2% | 0.1% | 2.9% | 16.2% | -0.6% | -0.7%
COc1cc2[nH]c(=O)n(Cc3ccc(C(=O)N4CCN(c5cccc(C)c5C)CC4)cc3)c(=O)c2cc1OC | -11.1% | 0.2% | -0.2% | 15.8% | 20.6% | -10.0% | -0.5%
Cc1nn(C)c2c1c(-c1ccccc1)cc(=O)n2Cc1ccc(F)cc1Cl | -16.2% | 5.3% | -0.7% | -11.4% | 1.9% | -1.4% | -0.5%
COc1cc(C(=O)NCCSc2c(-c3ccccc3)[nH]c3ccccc23)cc(OC)c1OC | ? | 14.5% | -2.3% | 14.1% | 13.5% | 1.1% | 1.2%
O=C(Cc1ccc(Cl)cc1)NC1CC(=O)N(c2ccc3c(c2)OCCO3)C1 (centres undefined) | -13.1% | ? | -1.7% | -8.9% | 9.1% | 0.0% | 1.8%
CC(=O)c1ccc(NC(=O)C2=CC(c3ccc(C)cc3)=NS(=O)(=O)N2C)cc1 | ? | 5.9% | -3.3% | 25.1% | 8.7% | -1.7% | -1.2%
CCc1cc(=O)[nH]c(SCc2nc(-c3ccccc3)no2)n1 | -9.6% | -2.3% | -0.9% | -8.5% | -10.8% | -3.4% | -0.5%
Cc1ccc(NC(=O)c2ccc(CN3CC(=O)N4CCCCC4C3=O)cc2)cc1C (centres undefined) | 2.3% | -2.6% | -1.1% | 9.4% | 14.1% | -3.4% | -0.2%
Cc1ccc(NC(=O)c2c(NC(=O)c3ccco3)sc3c2CCC(C(C)(C)C)C3)c(C)c1 (centres undefined) | -7.6% | 12.6% | -1.1% | -4.6% | 5.0% | -7.2% | 0.0%
CCOC(=O)c1[nH]c(C)c(CCC(=O)Nc2cc(Cl)c(OC)cc2OC)c1C | -4.0% | -2.3% | -0.1% | 14.4% | 2.3% | -1.4% | 0.8%
CC(=O)c1cccc(NC(=O)c2nc(-c3ccc(C)cc3)n3c2CCCCC3)c1 | -19.4% | 8.2% | 1.1% | 0.2% | ? | -7.0% | 5.2%
CC1CCN(c2nc3c(S(=O)(=O)c4ccc(Cl)cc4)nnn3c3ccsc23)CC1 | -10.1% | 5.6% | -0.3% | -8.3% | 10.5% | 1.0% | 2.9%
COC(=O)CC1Oc2ccc(Cl)cc2-n2cc(-c3ccc(C)cc3)nc21 (centres undefined) | 2.3% | -0.8% | 0.3% | . | . | -1.2% | 0.4%
CCc1ccc(NC(=O)CSc2nc3nccnc3c(=O)n2CCc2c[nH]c3ccccc23)cc1 | 1.5% | 2.3% | 0.1% | -4.8% | -9.4% | -0.5% | 3.3%
Cc1oc2ncn(CC(C)C)c(=O)c2c1C(=O)N(Cc1ccccc1)C(C)C | -3.3% | 16.7% | -0.5% | 7.9% | -13.8% | -3.5% | 2.1%
Cc1nn(Cc2noc(C(=O)NCc3cccc(F)c3)n2)c(C)c1Br | -0.1% | 10.6% | 4.8% | 14.6% | -24.8% | -6.0% | 2.3%
CCc1ccc(NC(=O)C(=O)NCCc2csc(-c3ccc(C(F)(F)F)cc3)n2)cc1 | -7.6% | -7.1% | 0.5% | -10.3% | 32.8%[activator] | 0.4% | 2.4%
COc1cc2c(cc1OC)n(CC(=O)c1ccc(C)cc1)c(=O)n1nc(CCn3nc(C)cc3C)nc21 | -28.1% | 3.5% | -0.8% | -2.1% | 8.1% | -0.5% | -2.9%

Only FH mod and p53null 39C tox, for 2 of the compounds above:
structure,FH mod,p53null 39C tox
CCc1cc(=O)[nH]c(SCc2nc(-c3ccccc3)no2)n1,-9.6%,-10.8%
COc1cc2[nH]c(=O)n(Cc3ccc(C(=O)N4CCN(c5cccc(C)c5C)CC4)cc3)c(=O)c2cc1OC,-11.1%,20.6%

Other entries follow:
SMILES | FH mod | NTMT1 inhibitor | B2AR arrestin ag | p53null 32C kill | p53null 39C tox | PTAP-TSG101 blk | GALK inhibitor
CCOC(=O)c1cnc2c(C)cc(C)cc2c1Nc1ccc(OCc2ccccc2)cc1 | -16.0% | 1.5% | -0.4% | -7.4% | 12.4% | 0.6% | -0.4%
Cc1cccc(N2C(=O)C(CC(=O)Nc3cccc(F)c3)N(CCc3ccncc3)C2=O)c1 (centres undefined) | -5.9% | 9.8% | 1.3% | -5.1% | -15.5% | -8.7% | -5.9%
O=C(Cn1c(=O)nc(-c2ccccc2)c2cc(Cl)ccc21)N1CCN(c2ccc(F)cc2)CC1 | 3.4% | 5.2% | 0.1% | -3.4% | 10.9% | -1.9% | 2.2%
O=C(CSc1nc2sc3c(c2c(=O)[nH]1)CCCC3)Nc1ccccc1F | 4.3% | -6.5% | -0.1% | -9.1% | 13.5% | 2.8% | 0.0%
Cc1ccc2c(=O)c(C(=O)c3cccc(Cl)c3)cn(CC(=O)NC3CCCCC3)c2n1 | 7.1% | 8.8% | 0.0% | -0.3% | 13.7% | 7.2% | 0.7%
O=C1NC(NS(=O)(=O)c2ccccc2)(C(F)(F)F)C(=O)N1c1ccc(F)cc1 (centres undefined) | -1.4% | 22.3% | 0.5% | 10.2% | 14.0% | 0.2% | -3.0%
CCc1cccc(CC)c1NC1=NS(=O)(=O)c2ccccc21 | 0.3% | 13.7% | 0.7% | -5.0% | -10.6% | -3.1% | 4.0%
Cc1oc2ncn(C)c(=O)c2c1C(=O)NC(C)c1ccccc1 (centres undefined) | 5.9% | 0.5% | 1.3% | 12.7% | 1.8% | -7.1% | 2.9%
CCCCNC(=O)C1CCN(c2nc3ccccc3nc2C(F)(F)F)CC1 | -7.9% | 7.7% | 0.4% | 1.9% | 17.7% | -1.1% | -0.1%
CCCOc1ccc(NC(=O)CC2C(=O)N(c3ccc(C)cc3)C(=O)N2CCc2ccncc2)cc1 (centres undefined) | . | . | 0.2% | -0.7% | 1.7% | 0.6% | 0.7%
COc1cc([N+](=O)[O-])ccc1NC(=O)N1CCC2(CC1)Nc1ccccc1-n1cccc12 | -14.2% | ? | 0.0% | -3.1% | 6.2% | -6.0% | 0.2%
COc1ccc(-c2cc(C(=O)NCc3cc(OC)c(OC)c(OC)c3)[nH]n2)cc1 | ? | ? | -1.0% | 1.7% | -15.7% | -4.0% | 0.7%
CCOC(=O)c1c(-c2ccccc2)csc1NC(=O)c1cc(-c2cccc(Cl)c2)on1 | 3.1% | 22.4% | 0.8% | 0.7% | -8.3% | -3.5% | 0.0%
CC1CCN(CCCNC(=O)CN2C(=O)CSc3ccc(S(=O)(=O)N4CCC(C)CC4)cc32)CC1 | -4.7% | -16.4% | 1.0% | -3.1% | -8.0% | 0.2% | 1.9%
Cc1cc2ccccc2n1-c1ccc(C(=O)N2CCC(C(=O)NCc3ccccc3Cl)CC2)s1 | -30.6% | -3.0% | -1.1% | 1.4% | 11.5% | 0.5% | -1.7%
COc1cccc(Cn2c(=O)n(Cc3ccccc3)c(=O)c3c2c2cc(OC)ccc2n3C)c1 | 0.2% | 3.5% | -0.4% | -5.1% | -2.6% | -4.7% | 1.4%
CCc1ccc(OCc2nc(-c3ccc(OC)c(OC)c3)no2)c(Br)c1 | ? | -4.2% | -1.5% | -8.7% | ? | -0.4% | 2.3%
COc1ccc(C2C(C(=O)Nc3ccc(C)cc3C)=C(C)Nc3nc(SCc4cccc(C)c4)nn32)c(OC)c1 (centres undefined) | -31.8% | 10.8% | 0.6% | 8.3% | 15.6% | 1.1% | 5.1%
O=C(Nc1cccc(Br)c1)N1CCN2CCCCC2C1 (centres undefined) | . | . | -1.0% | -4.9% | 21.3% | 2.7% | -2.2%
COc1cccc(-n2cc(C(=O)Nc3cc(OC)c(OC)c(OC)c3)c3ccccc3c2=O)c1 | ? | ? | 0.3% | 2.4% | 152.4%[activator] | 2.4% | 3.3%
Nc1nonc1C(=O)NCCNCc1ccccc1F | -1.0% | 7.9% | -1.8% | 0.0% | -17.9% | -3.0% | -1.3%
CCc1nc(SC)ncc1C(=O)N1CCN(c2cc(C)ccc2C)CC1 | -7.6% | 89.1µM* | -0.4% | -3.8% | -9.3% | -4.0% | 1.2%
Cc1cccc(N2CCN(C(=O)c3c(C)oc4ncnc(N5CCOCC5)c34)CC2)c1C | -2.0% | -4.4% | 1.6% | -11.5% | -4.7% | 0.7% | 0.0%
COc1cc(OC)cc(C(=O)N2CC(=O)Nc3ccc(Cl)cc3C2c2ccccc2)c1 (centres undefined) | -20.1% | 12.8% | 4.4% | 30.0%[activator] | 7.4% | -0.5% | 3.4%
Cc1ccc(Nc2nc3ccc(C(=O)c4ccccc4)cc3n3c(C)nnc23)c(C)c1 | -4.9% | 13.5% | 0.2% | 3.4% | 4.4% | -3.0% | 1.4%
CCOc1ccc(CCNC(=O)c2nn(C)c3c2CSc2ccccc2-3)cc1 | ? | -4.7% | -2.8% | -5.5% | 3.6% | 3.0% | 3.3%
CCC(=O)N1CCc2cc(Br)cc(S(=O)(=O)N3CCCC(C(=O)Nc4cccc(C)c4C)C3)c21 (centres undefined) | -9.3% | 2.6% | 0.0% | -7.3% | 14.9% | -0.1% | 1.7%
COc1ccc(Nc2nc3c(S(=O)(=O)c4ccc(C)cc4)nnn3c3ccsc23)cc1Cl | 6.9% | ? | 0.5% | -11.3% | ? | -7.8% | -6.8%
Cc1ccc(OCC(=O)Nc2ccc(S(=O)(=O)Nc3ncccn3)cc2)c(C(C)(C)C)c1 | -10.6% | ? | -0.1% | 5.8% | 1.1% | 2.6% | -3.5%

Screens deposited in PubChem by National Center for Advancing Translational Sciences (NCATS).

A portion of the library (hit frequency here may not be typical).
